# Compound activity from PubChem BioAssay.
# Eya2 inh: inhibitors of human Eya2 phosphatase activity. AID 488837. O00167. recombinant Eya2, OMFP fluorescence dephosphorylation (OMFP is methylfluorescein phosphate). 330,000 tested, 0.006% active. Potency, µM (series often up to 76.9 µM), for the others: at the highest dose activity, negative = inhibition, hits mostly inhibitors; note: potency is the fitted concentration of half-maximal effect; % is set by controls: 0 for no effect and ±100 for the full control effect
#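 Eya2 (0.2 uM) preincubated 10 min at ambient with compound, then OMFP substrate added at 50 uM; 10 min reaction in 50 mM HEPES pH 7.5, 50 mM NaCl, 5 uM MgCl2, 0.05% BSA, 1 mM DTT. Fluorescence read at Ex 485/Em 525 nm.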
# GALK inh: blocks human galactokinase activity | P51570 | Purified GALK, Kinase-Glo residual ATP luminescence | Potency, µM (highest dose often 57.5 µM), without a hit: at the top dose activity change, negative = inhibition, usual class: inhibitors | 270,000 tested, 0.007% active | AID 1868; note: potency is the fitted concentration of half-maximal effect; % is set by controls: 0 for no effect and ±100 for the full control effect
#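 Human GALK (5 nM) with 35 uM ATP and 100 uM galactose in 20 mM HEPES pH 8.0, 5 mM MgCl2, 60 mM NaCl, 1 mM DTT, 0.01% BSA. After 1 h at room temperature, leftover ATP was read by Kinase-Glo Plus luminescence.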
# PKM2 act: PKM2 (human) enzyme activation; P14618; purified PKM2, Kinase-Glo ATP luminescence, activation; response scale: 0% is enzyme alone, no compound; Potency, µM (series often up to 57.5 µM), for the others: at the top dose activation, most hits filed as activators; 260,000 tested, 0.34% active; AID 1631; note: potency is the fitted concentration of half-maximal effect; % is set by controls: 0 for no effect and ±100 for the full control effect; nearly all actives have a fitted effect of over 55% in size
#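 Purified hPK-M2 (>95% pure) converted ADP (0.1 mM final) to ATP with 0.5 mM PEP in 50 mM imidazole pH7.2, KCl, MgCl2, Tween 20, BSA; 1 h at room temperature. ATP detected by Kinase-Glo luminescence.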
# Chronic BCR inh: chronic active BCR signaling inhibition; 340,000 tested, 0.05% active; ABC-DLBCL IkBa-CBG/CBR reporter, luminescence ratio, 4 h; Potency, µM (highest dose often 46.1 µM), without a hit: at the top dose ratio change, negative = lower green/red ratio, most hits filed as inhibitors; active = well fitted inhibition curve with a large enough effect in the signal ratio, with a control signal flat, not every such curve was filed as active; inconclusive = small, poorly fitted or top-dose-only effect, or effect the other way, or a change in a side signal; the % refers to the signal ratio;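 note: potency is the fitted concentration of half-maximal effect; plate controls were basal doxycycline-induced cells for no effect and cells given 10 µM MG132 for full effect; MG132 reads +100%, hits lower the ratio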
#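 Concentration-response series (up to 46 uM) were applied to TMD8 dual-reporter cells for 4 h at 37C with doxycycline. Green/red ratio, after filter-overlap correction, defined %Activity; red signal alone was normalised to basal cells and zero luminescence.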
# Menin-MLL TR inh: menin-MLL binding inhibition, Texas Red mutant peptide; O00255; Menin + Texas Red MLL mutant peptide, fluorescence polarization; 270,000 tested, 0.23% active; AID 1768; Potency, µM (highest dose often 61.6 µM), for inactives: at the top dose FP activity change, negative = inhibition, most hits filed as inhibitors; active = well fitted inhibition curve with a large enough effect in the polarisation, with a control signal flat, not every such curve was filed as active; inconclusive = small, poorly fitted or top-dose-only effect, or effect the other way, or a change in a side signal; inactive = no such curve, though single readings can be large or run the other way; the % refers to the polarisation; note: potency is the fitted concentration of half-maximal effect; % of control where 0% means no effect; many of its hits are not listed in these tables
# USP2a block: inhibitors of human ubiquitin-specific protease USP2a; O75604; USP2 core, Ub-CHOP2 coupled fluorogenic reporter, 485/531; Potency, µM (series often up to 38.3 µM), inactives show at the top dose activity change, negative = inhibition, most hits filed as inhibitors; 330,000 tested, 0.01% active;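 note: potency is the fitted concentration of half-maximal effect; plate controls were DMSO wells for no effect and full inhibition by NEM control for full effect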
#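 USP2 core (10nM final) preincubated 30min RT with compound in 20mM Tris-HCl pH 8.0, 2mM CaCl2, 2mM beta-mercaptoethanol, 0.05% CHAPS; 25nM Ub-CHOP2 plus 25nM reporter substrate added, fluorescence (Ex485/Em531) read after 60min.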
# S-ASM inh: blocks human secretory acid sphingomyelinase; P17405; placental ASM, HMU-PC fluorogenic substrate, 60 min; Potency, µM (highest dose often 57.5 µM), inactives show at the highest dose activity change, negative = inhibition, most hits filed as inhibitors; 340,000 tested, 0.006% active; AID 504937; note: potency is the fitted concentration of half-maximal effect
#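 qHTS format. ASM enzyme prepared from human placenta hydrolyses the fluorogenic substrate HMU-PC0 (9 uM final) over 60 min at 37 °C after a 10 min compound preincubation.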
# MBNL1 CUG block: blocks human MBNL1 binding to CUG repeat RNA | TR-FRET MBNL1-His/biotin-(CUG)12 binding, 665/545 ratio | Potency, µM (series often up to 57.5 µM), inactives show at the highest dose activity change, negative = inhibition, actives largely listed as inhibitors | 280,000 tested, 0.036% active | AID 2675; active = well fitted inhibition curve with a large enough effect in the signal ratio, with a control signal flat, not every such curve was filed as active; inconclusive = small, poorly fitted or top-dose-only effect, or effect the other way, or a change in a side signal; inactive = no such curve, though single readings can be large or run the other way; the % refers to the signal ratio; note: potency is the fitted concentration of half-maximal effect; % is set by controls: 0 for no effect and ±100 for the full control effect
#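 Inhibition of protein-RNA binding appears as loss of TR-FRET between terbium anti-His antibody on MBNL1-His and streptavidin-XL665 on biotin-(CUG)12. Activity is normalized to buffer-only and uninhibited-complex controls.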
# hERG WT inh: inhibitors of human wildtype KCNH2 potassium channel. 340,000 tested, 0.37% active. Q12809. activity change, % at 1.84 µM. U2OS, BacMam KCNH2, thallium flux FluxOr; hits give low values;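 active = maximum activity change below -70%; inconclusive = maximum activity change between -70% and -50%; inactive = maximum activity change above -50%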; note: % is set by controls: 0 for no effect and ±100 for the full control effect
#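 U2OS cells transduced with wild-type KCNH2 virus are loaded with FluxOr dye for 45 min, and thallium flux is measured in kinetic reads before and after stimulation buffer. Rate constants are normalized to DMSO controls.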
# TSHR antagonist: blocks TSH signaling through the human TSH receptor; AID 504810; TSHR-expressing cells, TSH-stimulated cAMP HTRF, 2 h; hits give low values; activity change, negative = inhibition, % at 11.5 µM; P16473; 330,000 tested, 0.2% active;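 active = activity change below a set negative limit, meaning inhibition stronger than a set level, cut at about -70% in these data; inconclusive = activity change between two set negative limits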; note: % is set by controls: 0 for no effect and ±100 for the full control effect
# Target sequence (P16473 whole entry, looked up): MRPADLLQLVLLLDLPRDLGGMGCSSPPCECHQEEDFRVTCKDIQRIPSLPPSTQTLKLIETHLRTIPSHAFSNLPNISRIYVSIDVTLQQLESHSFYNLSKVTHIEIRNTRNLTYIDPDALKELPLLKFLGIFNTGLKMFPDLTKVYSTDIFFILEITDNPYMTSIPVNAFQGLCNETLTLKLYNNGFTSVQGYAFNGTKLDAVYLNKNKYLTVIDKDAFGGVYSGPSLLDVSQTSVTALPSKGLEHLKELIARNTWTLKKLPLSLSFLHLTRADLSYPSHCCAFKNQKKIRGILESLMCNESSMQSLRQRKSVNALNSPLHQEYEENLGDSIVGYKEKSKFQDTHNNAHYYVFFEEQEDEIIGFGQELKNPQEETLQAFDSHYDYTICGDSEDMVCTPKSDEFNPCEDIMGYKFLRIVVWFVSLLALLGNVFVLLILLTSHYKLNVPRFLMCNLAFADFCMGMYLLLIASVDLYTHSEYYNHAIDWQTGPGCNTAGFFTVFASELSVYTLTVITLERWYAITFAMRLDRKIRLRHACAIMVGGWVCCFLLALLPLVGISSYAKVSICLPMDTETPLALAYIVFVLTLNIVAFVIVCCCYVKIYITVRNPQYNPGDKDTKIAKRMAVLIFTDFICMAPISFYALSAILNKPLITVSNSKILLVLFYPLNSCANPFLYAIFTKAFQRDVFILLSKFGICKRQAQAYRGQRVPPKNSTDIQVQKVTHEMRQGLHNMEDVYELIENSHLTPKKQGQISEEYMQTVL
#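 Read-out is FRET at 665 nm (cryptate excitation 337 nm) from a cryptate-tagged anti-cAMP antibody, competed by cell cAMP against cAMP-d2. Compounds are tested on freshly harvested TSHR cells challenged with 4nM TSH (EC80) for 2 hours at 37 deg C.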
# Mito fusion act: inhibitors of mitochondrial division or activators of mitochondrial fusion. S. cerevisiae fusion-defective mutant growth rescue, CellTiterGlo 48 h. Potency, µM (top dose mostly 46.1 µM), inactives show top-dose growth rescue (activation), most hits filed as activators. 320,000 tested, 0.23% active;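 note: potency is the fitted concentration of half-maximal effect; % of control where 0% means no effect; nearly all actives have a fitted effect of over 45% in size; temperature-sensitive fusion mutants such as fzo1-1 at 37 °C on non-fermentable ethanol glycerol medium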
#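 Yeast fusion mutant, YPEG (non-fermentable carbon), compound, 48 h at 37C non-permissive; CellTiterGlo added, 10 min RT, luminescence read. Rescued growth = division inhibition.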
# * = called active by the depositor; ? = inconclusive; / = no result given; [ ] = dose if it differs, or a comment. Unless noted, calls come from the whole dose curve; as a rule, active = well fitted curve in the direction sought with a large enough effect; inconclusive = small, poorly fitted or top-dose-only effect, or another doubt; inactive = no such curve, though single readings can be large; an effect the other way counts as inactive or inconclusive. The list is partial (hit frequency here may not be typical).
# Fields – S-ASM inh, GALK inh, MBNL1 CUG block, Menin-MLL TR inh, Eya2 inh, hERG WT inh, USP2a block, Chronic BCR inh, PKM2 act, Mito fusion act, TSHR antagonist
Cc1cccc(NC(=O)c2ccc(Cl)nc2)n1
  2.1%, -1.0%, 1.4%, -26.2%, -14.4%, 2.1, 4.1%, -4.8%, -0.8%, 0.6%, 24.1
CCOC(=O)N1CC=C2C(C#N)=C(N)C(C#N)(C#N)[C@H](c3ccc(OCC)c(OCC)c3)[C@H]2C1
  13.5%, -4.4%, 20.1%, -6.8%, 8.2%, -11.6, 1.1%, ?, 3.8%, 1.1%, -4.2
CC(C)(C)OC(=O)[C@H](Cc1ccccc1)NC(=O)c1nc[nH]c1C(=O)NC1CCN(C(=O)OC(C)(C)C)CC1
  -10.2%, -4.2%, 14.0%, ?, ?, -1.0, -17.3%, ?, 0.3%, 5.5%, -19.3
Cc1cc(Oc2ccccc2)nc(SCC(N)=O)n1
  -7.7%, -4.0%, -7.4%, -6.1%, -5.5%, 5.2, 2.5%, 3.7%, -0.3%, 0.3%, 0.6
Cc1cc(NC(=O)Nc2cccc([N+](=O)[O-])c2)no1
  0.7%, 3.2%, ?, 31.6%[activator], -7.8%, -11.9, 0.2%, 7.0%, -4.6%, 3.2%, -1.4
CCOc1ccc(N(CC)S(=O)(=O)c2cccc3nsnc23)cc1
  13.4%, 1.5%, ?, ?, 2.7%, -3.1, -0.4%, 1.4%, /, -21.4%, 1.0
CCCCn1c(N)c(N(CC)C(=O)CSc2nnc(-c3ccco3)n2CC)c(=O)[nH]c1=O
  4.8%, /, /, /, -19.6%, 9.8, 0.1%, -7.5%, /, -1.5%, 7.3
CCn1c(=S)[nH]c2nc3c(cc2c1=O)CCCC3
  2.0%, /, -1.8%, -15.3%, 11.9%, -0.7, 3.5%, 4.5%, 1.7%, -6.9%, 0.9
Cc1noc(C)c1CSc1ncnc2sc3c(c12)CCCCC3
  -14.1%, 1.1%, 7.4%, -21.3%, -1.3%, -2.9, -0.2%, 0.7%, 1.6%, ?, -12.3
CC(C)(C)N1NC(=O)Nc2ccccc2C1=O
  -1.6%, -3.6%, -4.7%, -19.3%, -3.8%, -4.0, 1.5%, -0.5%, -0.2%, 0.8%, 1.5
COc1ccccc1C(=O)COC(=O)c1ccc(N(C)C)cc1
  -0.3%, 3.5%, -7.4%, -1.5%, -6.7%, -12.7, -5.4%, ?, -2.3%, 18.1%, 1.8
O=C(O)C/C(=C\c1cc(Br)cs1)c1nc2ccccc2o1
  10.1%, -2.9%, ?, 1.0%, 5.8%, 0.2, 8.2%, 8.9%, /, 21.9%, 10.4
O=C(Nc1nccs1)c1cc(S(=O)(=O)N2CCCCC2)ccc1Cl
  -1.9%, -5.9%, -11.2%, -5.9%, 18.9%, -8.8, -0.2%, 17.1%, -2.1%, -2.7%, -3.8
Cc1ccc(-n2nc(C)c(/C=N/NC(=O)c3cccnc3)c2Cl)cc1
  0.0%, 0.2%, /, -0.7%, 0.8%, -8.4, -1.3%, -0.5%, 4.1%, -5.5%, -10.4
O=C(COC(=O)C1(c2ccc(Cl)cc2)CCCC1)Nc1ncc(C(F)(F)F)cc1Cl
  -6.1%, 0.6%, -6.3%, 0.4%, -0.7%, 10.4, 3.5%, 18.0%, 0.7%, -6.4%, -11.6
O=C(c1cc(COc2c(F)cccc2F)on1)N1CCC(c2ccccc2F)C1 (stereo not drawn)
  -5.9%, -1.4%, -6.3%, -15.6%, -8.6%, 3.0, 2.8%, ?, 0.1%, 18.3%, -6.7
CCN(CC)Cc1c(O)ccc2c(=O)c(-c3ccccc3)coc12
  124.8%[activator], -1.4%, 3.2%, -4.9%, -19.7%, -3.1, 0.0%, 10.5%, -0.7%, 0.6%, 9.2
CCn1c(SCc2cccc(C(F)(F)F)c2)nnc1-c1ccco1
  1.6%, 1.7%, -5.1%, -5.6%, 1.8%, -13.1, 0.3%, -6.1%, -0.2%, 11.4%, -1.6
CC1(C)CC(=O)c2c(Cc3ccccc3)noc2C1
  2.0%, 9.8%, /, -0.3%, -6.2%, -0.1, -0.1%, -0.4%, -10.8%, -5.1%, 7.4
CCC(C)NC(=O)c1cc(-c2ccccc2O)on1 (stereo not drawn)
  -4.0%, 1.6%, -3.8%, 8.0%[11.7 µM], 10.7%, -6.3, 0.8%, ?, -1.5%, 7.6%, -12.9

# An excerpt taken from the entries so far:
# Fields – S-ASM inh, GALK inh, MBNL1 CUG block, Menin-MLL TR inh, Eya2 inh, hERG WT inh, USP2a block, Chronic BCR inh, PKM2 act, Mito fusion act, TSHR antagonist
CC1(C)CC(=O)c2c(Cc3ccccc3)noc2C1
  2.0%, 9.8%, /, -0.3%, -6.2%, -0.1, -0.1%, -0.4%, -10.8%, -5.1%, 7.4
CCC(C)NC(=O)c1cc(-c2ccccc2O)on1 (stereo not drawn)
  -4.0%, 1.6%, -3.8%, 8.0%[11.7 µM], 10.7%, -6.3, 0.8%, ?, -1.5%, 7.6%, -12.9

# (more compounds)
# Fields – S-ASM inh, GALK inh, MBNL1 CUG block, Menin-MLL TR inh, Eya2 inh, hERG WT inh, USP2a block, Chronic BCR inh, PKM2 act, Mito fusion act, TSHR antagonist
Cc1nc(Cl)sc1C(=O)O
  18.0%, -1.0%, -8.9%, -18.9%, 7.6%, -7.3, 2.6%, 0.6%, -0.1%, 9.2%, -18.1
Cc1ccc(NC(=O)CSCc2cc(=O)n3ccsc3n2)cc1
  -0.8%, 4.0%, -2.0%, -5.2%, 8.1%, -6.9, 1.3%, -0.3%, 9.3%[0.46 µM], -2.2%, -2.5
CCOC(=O)c1c(C)[nH]c(C)c1C(=O)COC(=O)c1ccc(Cl)c(S(N)(=O)=O)c1
  -5.0%, 0.3%, 3.4%, /, 20.8%, 2.9, 3.7%, -14.8%, 1.7%, -0.4%, -3.7
C[C@@H]1CN([C@H](C)CO)C(=O)c2cccc(NS(=O)(=O)c3cccs3)c2O[C@H]1CN(C)Cc1ccccc1
  2.0%, /, /, /, -3.2%, 13.1, 4.4%, ?, /, /, 1.3
CC1=C(C(=O)OCC2CCCO2)C(c2ccccc2Cl)NC(=O)N1 (stereo not drawn)
  1.8%, 2.3%, -5.3%, -8.0%, 2.0%, -7.6, -0.7%, -13.0%, -0.2%, -1.9%, 1.6
Cc1cccc(C(=O)NC2CCN(CC(=O)Nc3ccc4c(c3)OCO4)CC2)c1
  0.4%, -0.7%, -13.0%, 27.0%, 1.0%, 6.6, -0.7%, -19.0%, 0.9%, -0.5%, -9.5
O=C(CNC(=S)N(Cc1ccccc1)Cc1cccnc1)NC1CCCCC1
  2.8%, 1.7%, /, -2.4%, 3.3%, -2.4, 4.6%, 6.1%, 2.0%, -1.9%, -5.5
Cc1nn2c(-c3ccccc3)nnc2c2ccccc12
  -0.5%, -4.7%, -0.6%, -7.3%, -0.2%, 0.4, -6.0%, 0.2%, 4.5%, 0.1%, -11.2
COC(C[C@@H](O)CC(=O)COCc1ccccc1)OC
  2.0%, -1.0%, 0.9%, /, 7.1%, /, 0.0%, 1.1%, 0.2%, 18.7%, 22.7
Cc1ccc(NC(=O)C(C)OC(=O)CCC2CCCCC2)cc1 (stereo not drawn)
  -7.2%, /, /, /, 14.2%, 1.2, 0.1%, ?, /, 0.0%, -7.7
COc1ccc(N(CC(=O)NCc2ccccc2)C(=O)CCC(=O)Nc2cc(C)ccn2)c(OC)c1
  3.0%, -0.6%, -3.2%, /, 6.9%, 5.1, 0.0%, ?, 0.4%, 6.7%, 2.3
CCOC(=O)CSc1nnc(CSc2nc3sc4c(c3c(=O)[nH]2)CCC4)n1C
  3.5%, -0.2%, -13.6%, -4.1%, 17.0%, -5.4, 1.1%, -1.2%, 1.7%, -6.0%, -11.5
